# From PubChem
# Kir21 inh – inhibitors of mouse Kir2.1 inward-rectifier potassium channel. AID 1672, 2009. B-score at 10 µM. HEK293-Kir2.1, FluxOR thallium flux fluorescence; hits give low values. 0.85% of 310,000 active. Inward rectifier potassium channel 2 (Mus musculus), P35561;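 active means fluorescence ratio B-score at or below minus 3 SD of library scores, with starting-brightness B-score within 2 SD, cut at about -4.2 in these data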;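 further: channel flux triggered by added potassium and thallium sulfate stimulus; B-score of peak minus minimum fluorescence over baseline after thallium stimulus; more negative B-score means stronger Kir2.1 block with less thallium influx; some compounds called inactive have numbers as strong as hits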
# Target sequence (P35561 whole entry, looked up): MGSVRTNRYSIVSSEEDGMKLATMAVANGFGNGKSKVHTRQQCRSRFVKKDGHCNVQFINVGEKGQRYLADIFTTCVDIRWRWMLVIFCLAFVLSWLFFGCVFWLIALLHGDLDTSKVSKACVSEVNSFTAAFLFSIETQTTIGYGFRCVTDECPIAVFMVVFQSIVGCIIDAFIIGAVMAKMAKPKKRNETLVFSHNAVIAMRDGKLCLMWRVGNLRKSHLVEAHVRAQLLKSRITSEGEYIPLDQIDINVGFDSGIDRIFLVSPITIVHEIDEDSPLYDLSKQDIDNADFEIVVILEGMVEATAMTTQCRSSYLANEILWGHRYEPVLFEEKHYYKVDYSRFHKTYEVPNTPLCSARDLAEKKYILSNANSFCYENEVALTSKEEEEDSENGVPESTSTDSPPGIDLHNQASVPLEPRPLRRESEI
# KCNQ2 inh – KCNQ2 potassium channel inhibitors, primary screen, cell-based, CHO-K1, FluxOR thallium flux, B-score (AID 2156); B-score at 10 µM; 20 min; hits give low values; 1.1% of 310,000 active; Potassium voltage-gated channel subfamily KQT member 2 (Rattus norvegicus), O88943;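 active means fluorescence ratio B-score at most minus 3 library SDs, with starting brightness B-score within 2 library SDs, cut at about -5.5 in these data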
# CHT inh – inhibitors of human choline transporter CHT; B-score at 10 µM; CHT-expressing cells, membrane potential dye, choline response; hits give low values; 0.86% of 310,000 active; High affinity choline transporter 1 (Homo sapiens), Q9GZV3;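 active means B-score over 3 SD under the library average, and starting fluorescence ratio not unusually high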;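 further: choline stimulus applied at its EC90 after an EC20 pre-addition; B-score computed on integrated fluorescence ratio after choline addition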
# Target sequence (Q9GZV3 whole entry, looked up): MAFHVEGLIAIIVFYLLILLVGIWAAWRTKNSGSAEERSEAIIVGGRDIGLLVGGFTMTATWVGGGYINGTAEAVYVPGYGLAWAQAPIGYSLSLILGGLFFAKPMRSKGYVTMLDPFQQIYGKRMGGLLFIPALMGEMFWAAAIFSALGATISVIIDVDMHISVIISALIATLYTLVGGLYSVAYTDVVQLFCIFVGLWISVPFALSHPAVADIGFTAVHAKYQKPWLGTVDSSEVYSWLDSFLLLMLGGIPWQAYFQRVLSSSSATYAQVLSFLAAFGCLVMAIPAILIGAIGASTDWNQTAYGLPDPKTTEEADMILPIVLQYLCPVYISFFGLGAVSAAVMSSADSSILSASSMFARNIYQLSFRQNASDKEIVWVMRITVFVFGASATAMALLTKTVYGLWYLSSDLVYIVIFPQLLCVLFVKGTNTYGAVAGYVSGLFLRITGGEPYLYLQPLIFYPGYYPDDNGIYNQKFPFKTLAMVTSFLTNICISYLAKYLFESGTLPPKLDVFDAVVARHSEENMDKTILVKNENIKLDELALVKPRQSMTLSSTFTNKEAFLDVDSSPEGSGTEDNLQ
# * marks the source's active call; other numbers are inactive results; i = inactive; / = no result given.
Kir21 inh	KCNQ2 inh	CHT inh	compound
-0.01	i	i	Cc1ccc2[nH]c(=O)c(CN(CC3CCCO3)C(=S)Nc3ccccc3)cc2c1 (stereo unspecified)
0.36	i	i	Cc1ccc(C(=O)CSc2nc3ccccc3c(=O)[nH]2)cc1C
-0.35	i	i	CCOc1cc(/C=N/NC(=O)C(C)Sc2ccccc2)ccc1O (stereo unspecified)
0.5	i	/	CC(=O)n1nc(-c2ccc(C)cc2)nc1NCc1ccco1
0.25	i	i	COc1ccc2c(CC(=O)OCC(=O)Nc3ccc(S(N)(=O)=O)cc3)coc2c1
0.4	i	i	CCOc1ccc(C(=O)NCc2ccc3c(c2)OCO3)cc1OCC
-1.31	i	i	COCCN(C(=O)CN1CCN(S(=O)(=O)c2ccc(F)cc2)CC1)c1c(N)n(Cc2ccccc2)c(=O)[nH]c1=O
1.81	i	i	Cc1ccc(N2CC(C(=O)Nc3cccnc3)CC2=O)cc1C (stereo unspecified)
-0.11	i	i	O=C(NC1CCC(O)CC1)c1ccc2c(c1)S(=O)(=O)N=C1CCCCCN12 (stereo unspecified)
-0.17	i	i	O=C(O)c1ccccc1C(=O)c1ccc(Sc2ccc(Cl)cc2)c([N+](=O)[O-])c1
0.98	i	i	O=C(Nc1ccc(F)c(Cl)c1)NC1CC1
-0.06	i	i	O=C(/C=C/c1cccc([N+](=O)[O-])c1)NCCSc1ccccc1
-1.68	i	i	CCOc1ccc(NC(=O)N2CCC(C(=O)c3ccc(F)cc3)CC2)cc1
0.31	-5.76*	i	O=C(COc1ccc([N+](=O)[O-])cc1)N(Cc1ccccc1)Cc1ccccc1
0.53	i	i	O=Cc1cn(CC(=O)N2CCOCC2)c2ccccc12
0.68	i	i	C=CC[N+](C)(C)CCN1C(=O)C2C(c3ccccc3)C=CC(c3ccccc3)C2C1=O (stereo unspecified)
-2.01	i	i	COc1ccc(C2C(C#N)=C(N)Oc3cc(C)n(Cc4ccncc4)c(=O)c32)cc1 (stereo unspecified)
-1.44	i	i	OCCC1CN(Cc2c(O)ccc3ccccc23)CCN1CCc1ccccc1 (stereo unspecified)
-0.02	i	i	Cc1[nH]c2ccc(C(=O)OCCN(C)C)cc2c1C
-1.36	i	i	CCc1ccc(-c2cc(C)no2)cc1S(=O)(=O)NCCc1ccccc1
-0.26	i	i	CCC(=O)NCCc1nc2cc(NC(=O)Nc3ccccc3)ccc2n1C
0.99	i	i	CC1CCN(S(=O)(=O)c2cccc(C(=O)N(C)C3CCS(=O)(=O)C3)c2)CC1 (stereo unspecified)
-1.48	i	i	COC(=O)C[N+](C)(C)C/C=C\c1ccccc1
-0.84	i	i	O=C(COC(=O)[C@@H]1CCCN1S(=O)(=O)c1ccccc1F)c1ccccc1
0.77	i	i	CC1(C)CCC[C@@]2(C)CC=C(C(=O)O)[C@@H]3C[C@]312
-0.33	i	i	COc1ccc(C)cc1NC(=O)CSc1ccc(-c2ccco2)nn1
0.42	i	i	COc1ccccc1C(=O)NNC(=O)c1sccc1-n1cccc1
-0.07	i	i	CC(=O)N(C(C)=O)c1ncc2c([nH]c3ccccc32)c1C#N
-0.57	i	i	Cc1ccccc1-c1nnc(-c2ccccc2)o1
1.61	i	i	CCC1Oc2ccccc2N(CC(=O)NCCCN2CCCCC2CC)C1=O (stereo unspecified)
0.02	i	i	COc1ccc(OCc2cc(C(=O)N3CCCC(O)C3)no2)c2ccccc12 (stereo unspecified)
-1.79	i	i	COc1ccc(-c2nc(/C=C3\C(C)=Nc4ccccc43)c(O)o2)cc1

# Results in KCNQ2 inh and Kir21 inh, for seven of the compounds above:
Molecule	KCNQ2 inh	Kir21 inh
COc1ccc(OCc2cc(C(=O)N3CCCC(O)C3)no2)c2ccccc12 (stereo unspecified)	i	0.02
COc1ccccc1C(=O)NNC(=O)c1sccc1-n1cccc1	i	0.42
CC1(C)CCC[C@@]2(C)CC=C(C(=O)O)[C@@H]3C[C@]312	i	0.77
CCC1Oc2ccccc2N(CC(=O)NCCCN2CCCCC2CC)C1=O (stereo unspecified)	i	1.61
Cc1ccccc1-c1nnc(-c2ccccc2)o1	i	-0.57
COc1ccc(-c2nc(/C=C3\C(C)=Nc4ccccc43)c(O)o2)cc1	i	-1.79
COc1ccc(C)cc1NC(=O)CSc1ccc(-c2ccco2)nn1	i	-0.33

# Single records (already shown). Order of values: Kir21 inh | KCNQ2 inh | CHT inh
# CC(=O)N(C(C)=O)c1ncc2c([nH]c3ccccc32)c1C#N is listed as -0.07 | i | i
# COc1ccc(OCc2cc(C(=O)N3CCCC(O)C3)no2)c2ccccc12 (stereo unspecified) is listed as 0.02 | i | i
# COc1ccc(C)cc1NC(=O)CSc1ccc(-c2ccco2)nn1 is listed as -0.33 | i | i
# CCC1Oc2ccccc2N(CC(=O)NCCCN2CCCCC2CC)C1=O (stereo unspecified) is listed as 1.61 | i | i
# COc1ccccc1C(=O)NNC(=O)c1sccc1-n1cccc1 is listed as 0.42 | i | i

# Following part
Kir21 inh	KCNQ2 inh	CHT inh	compound
-0.79	i	i	COc1ccc(C2CC(c3cccs3)Nc3nnnn32)cc1 (stereo unspecified)
0.47	i	i	COCCn1c(SCC(=O)Nc2ccc3[nH]c(=O)[nH]c3c2)nc2ccccc2c1=O
0.51	i	i	O=C(COC(=O)c1ccc2ncsc2c1)Nc1ncc(Cl)cc1Cl
-2.29	i	i	O=C(O)/C=C/C(=O)NCCc1ccc(Cl)cc1
0.33	i	i	CC(=O)N1c2ccc(S(=O)(=O)N(C)CC(=O)NC3CCCC3)cc2CC1C (stereo unspecified)
-1.92	i	i	O=C(NCCc1ccccc1)C(c1cccs1)N(C(=O)c1csnn1)C1CC1 (stereo unspecified)
-0.81	i	i	COc1ccc(-c2nnn(CC(=O)N(CCCN3CCOCC3)C(C(=O)NC3CCCC3)c3ccc(C)o3)n2)cc1 (stereo unspecified)
0.32	i	i	O=C(COC(=O)c1cc(S(=O)(=O)N2CCCCC2)ccc1N1CCOCC1)NC1CCCCC1
-0.05	i	i	O=C1COC(c2ccccc2)=CN1Cc1ccccc1
-0.63	i	i	Cc1[nH]c2ccc(C(=O)NCC(C)(C)N3CCOCC3)cc2c1C
0	i	i	COc1ccc(C2/C(=C(/O)c3ccc(Br)cc3)C(=O)C(=O)N2C)cc1OC (stereo unspecified)
2.25	i	i	CCc1ccc(NC(=O)C(=O)N/N=C(\C)CC(=O)Nc2ccc(OC)cc2)cc1
-4.12	i	i	COc1ccc(CCC(C)NCC2CCCCC2)cc1 (stereo unspecified)
1.1	i	i	CCCC1CCC(=NNC(=O)OC(C)(C)C)CC1 (stereo unspecified)
1.64	i	i	CCS(=O)(=O)C1=NSC2=NC(=O)/C(=C\c3cc(C)n(-c4cccc(OC)c4)c3C)C(=N)N21
0.11	i	i	COc1ccc(/C=C/c2c(-c3cccc(C)c3)oc3ccc(-c4ccc5c(c4)OCO5)cc23)cc1
0.89	i	i	O=C(O)CC(NC(=O)c1ccc2c(c1)OCO2)c1cccc([N+](=O)[O-])c1 (stereo unspecified)
0.28	i	i	O=C(O)CC1NC(=O)N(C2CCCCC2)C1=O (stereo unspecified)
0.19	i	i	Cc1cccc(N2CCN(S(=O)(=O)c3c(C)nc4scc(C)n4c3=O)CC2)c1C
-1.32	i	i	OCCOCCOCCn1c2ccccc2c2ccccc21
-2.22	i	i	COc1ccc(COc2ccc(C3C(S(=O)(=O)c4ccccc4)CON3C)cc2OC)cc1 (stereo unspecified)
1.62	i	i	O=[N+]([O-])c1cc(-c2ccc(C(=S)N3CCOCC3)o2)ccc1Cl
-0.63	i	i	O=C(Nc1ccc(F)cc1F)C1CCCN(c2ncnc3c2nc2n3CCCCC2)C1 (stereo unspecified)
0	i	i	Cn1c(=O)[nH]c(=O)c2c1nc(N1CCc3ccccc3C1)n2CCSc1nc2ccccc2s1
-1.22	i	i	COC(=O)c1[nH]c2ccc(C)cc2c1NC(=O)CN1CCN(Cc2ccccc2)CC1
1.58	i	i	O=C(NCc1ccccn1)C(C(=O)c1cccc([N+](=O)[O-])c1)n1cc(Cl)ccc1=O (stereo unspecified)
-5.54	i	i	CN1CCN(c2nc3cc(C(F)(F)F)ccc3n3cccc23)CC1
2.89	i	i	COCCn1c(C)cc(C2=NNC(=Nc3ccc(Cl)cc3Cl)SC2)c1C
0.04	i	i	CCOC(=O)c1c(N)sc(C(=O)N2CCCCCC2)c1C
0.85	i	i	CCC1(O)c2ccccc2-c2ncccc21 (stereo unspecified)
1.96	i	i	Cc1cc([N+](=O)[O-])nn1CC(=O)Nc1nccs1
1.18	i	-7.33*	O=c1oc2ccccc2c(O)c1Cc1cc(Cl)c2cccnc2c1O
-1.72	i	i	Cc1ccc(CSCC(=O)N(C)CC(=O)Nc2cccc(F)c2)cc1
-0.47	i	i	CCOC(=O)C1=C(N)OC2=C(C(=O)CC(C)(C)C2)C1c1ccc(C)s1 (stereo unspecified)
-0.01	i	i	COc1ccc(OC)c(CCNC(=O)c2ccc(CS(=O)Cc3cccc(Cl)c3)o2)c1 (stereo unspecified)
0.75	i	i	COc1ccc(C)cc1NC(=O)C1CCCN(S(=O)(=O)c2ccc(-n3cnnn3)cc2)C1 (stereo unspecified)
0.49	i	i	C[C@H](NC(=O)N1CCn2c1nc1ccccc12)C(=O)N1CCCCC1
0.19	i	i	Cc1ccnc(NC(=O)COc2ccc(Cl)cc2)n1
-1.84	i	i	CCOC(=O)C1(Cc2cccc(F)c2)CCN(Cc2cnc(C)s2)CC1
-0.39	i	i	O=C(Nc1ccc(Cl)cc1C(F)(F)F)c1ccc(Cl)cc1
0.96	i	i	Cc1cccc(N2CCN(S(=O)(=O)c3c(C)[nH]c(C)c3C(=O)N3CCCC3)CC2C)c1 (stereo unspecified)
0.05	i	i	NC(=O)c1c(NC(=O)c2cccnc2Cl)sc2c1CCCC2
1.08	i	i	O=C(CN1CCCCC1)N1CCN(S(=O)(=O)c2ccccc2)C1
-3.62	i	-8.23*	Cc1cc(C)nc(SCc2cc(=O)c(OC(=O)c3ccc(Br)o3)co2)n1
-3.15	i	i	CCOc1ccccc1NC(=S)NCCc1ccccc1
-0.52	i	i	O=Nc1c(-c2cccc([N+](=O)[O-])c2)nc2ncccn12
1.53	i	i	Cc1ccc(C2Nc3ccccc3C(=O)N2CCN2CCNC2=O)cc1 (stereo unspecified)
-0.02	i	i	Cc1cc(C)nc(NC(=O)CCC2CCCC2)c1
1.88	i	i	COCCCNC(=O)CCSc1ccc(Cl)cc1
-0.87	i	i	COc1ccc(C(=O)NCC(C)NC(=O)c2ccc(OC)c(Br)c2)cc1Br (stereo unspecified)
-1.61	i	i	COc1ccccc1CNC(=S)Nc1cc(C)ccc1C
-0.23	i	i	CN(C1CCS(=O)(=O)C1)S(=O)C12CC3CC(CC(C3)C1)C2 (stereo unspecified)
3.5	i	i	C=CCNC(=O)c1onc(CSc2ccncc2)c1C(=O)NCC=C
-0.69	i	i	Cc1cc(C)c(S(=O)(=O)c2ccccc2C)c(OCCN(C)C)n1
1.7	i	i	O=S(=O)(c1ccc(Oc2ccc(Cl)cc2)nc1)N1CCOCC1
0.75	i	i	COc1ccc(Nc2cc(C(=O)NCc3ccco3)c3ccccc3n2)c(OC)c1

# Remaining list, next part
Kir21 inh	KCNQ2 inh	CHT inh	compound
1.44	i	i	Cc1ccccc1C(=O)NN1CCOCC1
-2.37	i	i	CN(C)C(=S)NC(=O)C12CC3(C)CC(C)(CC(C)(C3)C1)C2
-0.89	i	i	Cc1ccc(-n2nc(CC#N)c(C#N)c2N)cc1Cl
-0.24	i	i	CCOC(=O)C(/C=C(\C#N)C(=O)OCC)=C(/N)N1CCN(c2ccccc2)CC1
-0.46	i	i	S=C(NCCCN1CCOCC1)NCCCN1CCOCC1
-0.45	i	i	CCOc1ccc(NC(=O)Nc2ccc(Cc3ccncc3)cc2)cc1
-0.01	i	i	CCOC(=O)c1cc2c(ccn2C)n1CC(=O)N1C(C)CCCC1C (stereo unspecified)
0.66	i	i	Cc1cc2c(nn1)CCC/C2=N\O
-2.22	i	i	CN(CCCOc1ccccc1Br)Cc1ccccc1
0.48	i	i	COc1ccccc1COCC(O)CNCC1(N2CCCCC2)CCCCC1 (stereo unspecified)
-2.59	i	i	COc1ccc(C)cc1N(CC(=O)Nc1cccnc1)S(=O)(=O)c1ccccc1
-1.11	i	i	COc1ccccc1S(=O)(=O)Cc1ccc(C(=O)NCc2ccc(C)cc2)o1
0.09	i	i	O=[N+]([O-])c1ccc(OCCO)nc1
-0.79	i	i	CCCCNC(=S)NC(=O)c1ccc([N+](=O)[O-])cc1
-0.14	i	i	CCCc1nnc(NC(=O)CCC(=O)NCCc2ccc(Cl)cc2)s1
1.44	i	i	COc1ccc(/C=C2\SC(=S)N(CC(=O)NCCO)C2=O)cc1
0.01	i	i	CCC(c1nnnn1Cc1cccs1)N1CCN(C2CCCC2)CC1 (stereo unspecified)
0.02	i	i	Cc1[nH]c2ccccc2c1C(=O)C(=O)NCc1ccncc1
1.88	i	i	COc1ccc(NC(=O)c2cc(S(=O)(=O)N3CCCCC3)ccc2N2CCCCC2)cn1
-10.6*	i	i	CCCCCCCC[n+]1cccc2c3ccccc3ccc21
-0.12	i	i	Cn1c(=O)c2c(ncn2CCC(=O)N/N=C/c2cccnc2)n(C)c1=O
-0.71	i	i	COCCCNc1nc(-c2ccc(Cl)cc2)nc2ccccc12
1.94	i	i	COC(=O)c1cc2ccccc2c(-c2c(OC)c(C(=O)OC)cc3ccccc23)c1OC
